Screening results: PubChem BioAssay, NCI
All columns: NCI-60 one-dose screen, growth in % after 48 h at 10 µM unless noted; 100 = growth as untreated, 0 = no growth, -100 = all killed.
HT29 – HT29 colon cancer; actives 7.4% (n = 81,000); AID 1794748
HCT-116 – HCT-116 colon cancer; actives 7.3% (n = 82,000); AID 1794798
NCI-H522 – NCI-H522 lung cancer; actives 8% (n = 78,000); AID 1794739
NCI/ADR-RES – NCI/ADR-RES ovarian cells. actives 4.4% (n = 81,000). AID 1794790
NCI-H322M – NCI-H322M lung cancer; actives 2.7% (n = 80,000)
NCI-H460 – NCI-H460 lung cancer; actives 6.8% (n = 82,000)
COLO 205 – COLO 205 colon cancer; actives 7.3% (n = 79,000)
HCT-15 – HCT-15 colon cancer; AID 1794746; actives 5.2% (n = 82,000)
NCI-H226 – NCI-H226 lung cancer; actives 3.5% (n = 79,000)
* hit, by the source's call; . = not tested or not shown; & = joins results of further samples. How the source made its calls: active means growth percent below 10; inactive means the rest. No enrichment for hits; 12% or so of the library scored in one or more.

Start of the listing, in advance:
SMILES,HT29,HCT-116,NCI-H522,NCI/ADR-RES,NCI-H322M,NCI-H460,COLO 205,HCT-15,NCI-H226
Cc1c(-c2ccccc2)nc(NCCO)c(C#N)c1C#N,96,88,76,89,83,97,108,90,94
Cc1ccc(C)c2c1CCCC2=O,107,113,109,112,111,105,105,105,.
CCN(CC)CCCC(C)Nc1cc(O)cc2cccnc12 (stereo not drawn),44,88,125,102,110,108,75,102,112
O=C(NCCNc1nccc(-n2ccc3cccnc32)n1)c1ccc(Cl)cc1,115,106,105,105,112,108,116,105,102
O=C1/C(=C/c2ccccc2)SC(=S)N1CCc1ccc(O)cc1,102,96,55,99,97,99,108,100,90
CC(=O)SC(CC(=O)O)C(=O)O (stereo not drawn),105,102,96,110,113,106,122,116,107
c1ccc(-c2oc3ccccc3c2-c2ccccc2)cc1,99,98,83,110,96,100,.,94,88
Clc1ccc2[nH]cc(-c3cncn3CCc3ccc4c(c3)OCO4)c2c1,70,63,69,79,75,82,80,72,57
COc1cccc(/C=C/c2c(C(=O)c3ccccc3)c(C)nc3ccccc23)c1,83,68,75,77,97,90,103,86,91
COC(=O)C(CC(=O)c1ccc(Cl)cc1)c1ccccc1 (stereo not drawn),108,101,.,108,95,120,106,112,101

This part in full, repeating the preview:
SMILES,HT29,HCT-116,NCI-H522,NCI/ADR-RES,NCI-H322M,NCI-H460,COLO 205,HCT-15,NCI-H226
Cc1c(-c2ccccc2)nc(NCCO)c(C#N)c1C#N,96,88,76,89,83,97,108,90,94
Cc1ccc(C)c2c1CCCC2=O,107,113,109,112,111,105,105,105,.
CCN(CC)CCCC(C)Nc1cc(O)cc2cccnc12 (stereo not drawn),44,88,125,102,110,108,75,102,112
O=C(NCCNc1nccc(-n2ccc3cccnc32)n1)c1ccc(Cl)cc1,115,106,105,105,112,108,116,105,102
O=C1/C(=C/c2ccccc2)SC(=S)N1CCc1ccc(O)cc1,102,96,55,99,97,99,108,100,90
CC(=O)SC(CC(=O)O)C(=O)O (stereo not drawn),105,102,96,110,113,106,122,116,107
c1ccc(-c2oc3ccccc3c2-c2ccccc2)cc1,99,98,83,110,96,100,.,94,88
Clc1ccc2[nH]cc(-c3cncn3CCc3ccc4c(c3)OCO4)c2c1,70,63,69,79,75,82,80,72,57
COc1cccc(/C=C/c2c(C(=O)c3ccccc3)c(C)nc3ccccc23)c1,83,68,75,77,97,90,103,86,91
COC(=O)C(CC(=O)c1ccc(Cl)cc1)c1ccccc1 (stereo not drawn),108,101,.,108,95,120,106,112,101
Cc1ccc([N+](=O)[O-])c(C(=O)O)c1,102,98,88,104,107,105,116,101,99
O=C(CCN1CCCCCC1)c1ccccc1,108,108,101,107,110,109,127,95,99
O=C(O)c1cn(C2CC2)c2cc(N3CCN(Cc4n[nH]c(=S)n4-c4ccccc4)CC3)c(F)cc2c1=O,103,101,96,97,94,112,109,101,104
Cc1cc(C)n(C(=O)CSc2nc3sc(C(N)=O)c(C)c3c(=O)n2Cc2ccccc2)n1,107,102,80,.,86,97,102,102,98
CCCCCN(CCCCC)C(C)C(O)c1ccc2cc(Br)c3ccccc3c2c1 (stereo not drawn),65,68,73,94,92,94,85,102,95
COc1cc(-c2cc(/C=C3\C(=O)Nc4ccc(Cl)cc43)[nH]n2)cc(OC)c1OC,24,4.3*,20,11,52,38,11,7.2*,58
CC(=O)c1ccc(NS(=O)(=O)c2ccc(N)cc2)cc1,104,99,91,109,99,104,110,102,97
C=CCn1c(SCC(=O)Nc2cccc(C(=O)/C=C/c3ccc(Cl)cc3)c2)nc2ccccc2c1=O,85,15,82,91,96,95,112,82,102
N#Cc1cccc(-c2c(-c3ccc4ccccc4c3)oc3ccccc3c2=O)c1,11,12,11,27,65,18,37,34,71
O=C(NCC(=O)N1CCCC1)N/N=C/c1ccccc1O,102,99,.,96,84,112,105,81,97
CCOC(=O)[C@@H]1CSC=C(C(=O)O)N1,90,88,80,96,87,98,94,97,93
COc1ccc(/C(=N\O)c2cc(C)c(OC)c(C)c2)cc1O,-8.4*,6.6*,-11*,29,48,9.2*,-38*,16,61
CCCCc1nc2c(N)nc3ccccc3c2n1Cc1ccc(CO)cc1,80,84,92,99,94,97,98,97,102
CCCCCN1C=C/C(=C\C(=O)N(C)c2ccccc2Br)c2ccccc21,98,87,78,100,108,101,105,102,90
CCOC(=O)C1=C(C)Nc2nc3ccccc3n2C1c1ccccc1 (stereo not drawn),98,69,93,92,104,75,104,91,104
O=C(COc1ccc(Cl)cc1)N1N=C(c2ccccc2)CC1(O)c1cc(F)c(Cl)cc1Cl (stereo not drawn),116,90,94,117,133,122,138,107,114
O=C(Nc1ccc2oc(=O)ccc2c1)c1ccc(-c2ccc(Cl)c(Cl)c2)o1,93,58,70,78,92,100,121,72,92
Cc1cc(=O)n(Nc2ccccc2)c(O)c1C#N,105,101,100,102,92,105,104,112,94
O=C1/C(=C/c2ccc(SC(F)(F)F)cc2)Cc2c(Br)cccc21,84,81,78,97,93,103,98,97,79
c1n[nH]cc1-c1nc2ccc3[nH]ncc3c2c2c1CC1(CCOCC1)CC2,26,11,7.3*,96,49,29,30,39,27
CC(=O)Nc1ccc(S(=O)(=O)N(CCOc2ccc(/C(N)=N/Cl)cc2)CCOc2ccc(/C(N)=N\Cl)cc2)cc1,107,104,90,111,113,103,105,97,98
O=C(Nc1cccc(-n2ccc3c(NC(=O)c4ccccc4)ncnc32)c1)Nc1ccc(Cl)c(C(F)(F)F)c1,27,17,12,35,60,14,21,34,55
NS(=O)(=O)c1ccc(CCNC(=O)CSc2ccc(-c3ccc(F)cc3)nn2)cc1,90,43,59,111,99,79,107,109,79
O=C1C[C@H](N2C(=O)CCC2=O)[C@H]2CO[C@@H]1O2,89,97,87,103,100,109,113,101,108
COc1cc(-c2nc(SCC(C)C)nc(Nc3cccc4ccccc34)c2C#N)cc(OC)c1OC,90,38,89,99,101,82,95,74,83
NC(=O)c1[nH]cnc1N,109&114,111&95,104&93,107&115,102&104,108&99,119&110,102&100,101&92
Cc1ccc(/C=C/C(=O)c2ccc(-n3cc(CN4CCN(c5cc6c(cc5F)c(=O)c(C(=O)O)cn6C5CC5)CC4)nn3)cc2)cc1,99,8.0*,89,103,94,90,101,98,85
Cc1oc2nc[nH]c(=O)c2c1C(=O)/C=C/c1ccc(Br)cc1,15,-12*,14,-30*,2.4*,3.9*,3.8*,-27*,-8.8*
Cc1ccc(/C=C(\C(=O)NNS(=O)(=O)c2ccc(C)cc2)c2nc3ccccc3s2)cc1,110,99,94,107,98,104,117,103,90
CCOc1ccccc1C(O)C1=CC(=O)c2ccccc2C1=O (stereo not drawn),108,90,101,103,115,109,105,102,104
O=C1C(c2c[nH]c3ccc(Br)cc23)=C(c2coc3ccc(F)cc23)C(=O)N1O,100,89,58,94,99,96,106,101,67
Cc1ccc(NC(=O)CCC(=O)NS(=O)(=O)c2ccccc2)cc1,99,106,95,99,98,107,115,98,98
Oc1ccc(-c2cnc(-c3ccccc3)[nH]2)c(O)c1,120,79,100,113,95,110,117,107,86
FC(F)(F)c1ccc2c(c1)N(CCCN1CCN(C3CC3)CC1)c1ccccc1S2,36,43,29,61,112,24,80,69,75
C=C(Cl)[C@@H]1CC[C@]2(CO)CC[C@]3(C)[C@H](CC[C@@H]4[C@@]5(C)CC[C@H](O)C(C)(C)[C@@H]5CC[C@]43C)[C@@H]12,78,72,67,94,93,73,.,87,88
Cc1ccc(N2CCN(C(=S)c3ccc4c(c3)OCO4)CC2)cc1,105,100,91,114,110,103,104,106,102
COc1cc(C2SCC(=O)N2c2ccc(C)cc2)cc(OC)c1OC (stereo not drawn),110,108,111,103,107,108,119,96,102
N#CC1=C(N)Oc2c(sc3c(Br)cccc23)C1c1ccc(Cl)cc1 (stereo not drawn),-14*,14,-27*,1.0*,36,8.2*,-42*,8.5*,40
COc1cc(C(=O)Nc2cc(O)c(CC=C(C)C)c(O)c2)cc2c1O[C@]1(C)CC[C@@H](O)C(C)(C)[C@H]1C2,1.4*,13,10,81,66,16,-12*,13,48
C/C=C/c1cc2c(c(=O)o1)C(=O)[C@@H](O)[C@H](C)O2,13,14,-69*,86,95,82,36,-25*,80
[2H]C([2H])([2H])Oc1cccc(/C=C/C(=O)/C=C(O)/C=C/c2cccc(OC([2H])([2H])[2H])c2OC([2H])([2H])[2H])c1OC([2H])([2H])[2H],103,104,82,89,112,99,113,93,92
CC(=O)c1nc2ccccc2n1CCN1C(=O)NC2NC(=O)NC2C1=O (stereo not drawn),.,110,98,98,99,109,116,106,96
O=C(O)c1c2c(nc3ccccc13)Cc1ccccc1-2,101&109,104&96,104&113,96&107,87&119,102&105,107&109,103&103,95&115
CCOC(=O)/C(=C\c1ccc2c(c1)OCO2)c1ccccc1,106,109,.,104,109,110,98,109,104
CC(=O)c1ccc[n+](C)c1,100,97,92,103,109,103,.,98,101
C=CCNC(=S)/N=C/C(C(=O)Nc1ccccc1OC)=C(\C)O,86,110,70,103,111,102,110,114,93
CCCN1C2CCC1/C(=C\c1ccc(OC)cc1)C(=O)/C2=C/c1ccc(OC)cc1,58,62,51,77,92,77,76,71,72
NC(=O)c1ccc(-c2nc(CSc3nc4ccccc4s3)no2)cc1,95,98,80,100,109,104,102,102,90
Cc1nn(-c2ccc(Cl)cc2)c(=O)n1CCn1nnc(-c2ccn(-c3ccc(Cl)cc3)n2)n1,78,64,.,61,78,84,93,87,70
CCOC(=O)CCCN1C/C(=C\c2ccc(OC)cc2)C(=O)c2ccccc21,94,93,72,107,99,103,120,115,85

Next structures:
SMILES,HT29,HCT-116,NCI-H522,NCI/ADR-RES,NCI-H322M,NCI-H460,COLO 205,HCT-15,NCI-H226
O=c1c(-c2ccccc2)cocc1-c1ccccc1,103,117,96,121,113,111,124,101,106
CC(=O)OCC(=O)[C@@]1(O)CC[C@H]2[C@@H]3CCC4=CC(=O)CC[C@]4(C)[C@@]3(Cl)[C@@H](O)C[C@@]21C,109,98,.,93,109,91,102,91,71
COc1ccc2[nH]c(=O)cc(-n3nc(C#N)c(C#N)c3N)c2c1,102,87,89,103,92,111,99,101,98
O=C(Nc1ncc(Cc2ccc(Cl)cc2)s1)C1=NCCCN1,104,103,87,100,97,106,105,101,98
O=C(/C=C/c1cn(Cc2ccccc2)c2ccccc12)c1cc2ccccc2oc1=O,106,81,69,79,87,72,108,77,32
O=[N+]([O-])c1cc(F)ccc1Nc1cccc(F)c1,95,92,108,115,100,106,121,106,90
O=C(O)c1ccc(N2C(=O)c3ccccc3C2=O)cc1,94,106,94,109,109,123,111,102,102
CCC1(C)COC(c2ccc(OC)cc2)OC1 (stereo not drawn),105,99,93,103,.,105,114,97,106
CC1CC2CCCCC2CC1=O (stereo not drawn),102,100,102,106,97,103,112,99,111
Oc1ccc(Cc2ccc(O)c(C3CC(c4ccc(Cl)cc4)=NN3)c2)cc1C1CC(c2ccc(Cl)cc2)=NN1 (stereo not drawn),51,1.4*,-6.6*,4.7*,8.0*,4.6*,.,17,54
O=c1[nH]c2ccc(Cl)cc2c(O)c1C(c1ccc(Cl)cc1)c1c(O)c2cc(Cl)ccc2[nH]c1=O,98,86,93,95,97,86,115,73,.
CNc1nc2ncncc2[nH]1,94,100,82,107,109,110,106,103,107
CC1OCC2OC(O)C(O)C(O)C2O1 (stereo not drawn),102,95,92,109,97,106,105,99,105
O=C(O)C[C@H](O)C[C@H](O)/C=C/c1c(C2CC2)nc2ccccc2c1-c1ccc(F)cc1,107,63,54,37,58,94,102,47,66
Cc1ccc(=O)n(-c2ccc(Br)cc2F)c1,107,105,104,104,102,110,110,105,85
CC(Br)C(OC(=O)C(Cl)(Cl)Cl)c1cc2c(cc1Br)OCO2 (stereo not drawn),94,95,84,106,96,105,111,101,96
O=C(NCCc1ccc(O)c(O)c1)c1ccccc1Nc1ccnc(C(F)(F)F)c1,100,98,48,100,92,101,118,94,.
CCOC(=O)c1c(C)nc2c(c1N)CC(=O)N2CCc1ccc(OC)c(OC)c1,91,56,70,104,101,104,109,97,97
COC(=O)CCC(NC(=O)C(CCCCN)N(C(=O)OCc1ccccc1)C(=O)OCc1ccccc1)C(=O)OC (stereo not drawn),103,102,87,102,99,104,99,98,99
CCOC(=O)C1=C(O)C(=O)C(C(=O)OCC)C1 (stereo not drawn),108,112,102,95,.,108,111,106,101
CCN(C(=O)C(c1ccccc1)C(C(=O)N(CC)c1ccccc1)c1ccccc1)c1ccccc1 (stereo not drawn),109,101,101,106,115,108,111,101,100
NC1=C(Br)C(=O)c2ncccc2C1=O,49,-46*,-59*,9.5*,35,-74*,38,2.6*,90
CC(=O)Oc1c(Br)cc2c(sc3[nH]c(=O)[nH]c(=O)c32)c1Br,108,100,97,102,97,101,107,101,102
Cc1ccc(NC(=O)CSc2nnc(COc3cnc4ccccc4n3)o2)cc1,116,90,94,85,94,102,107,95,93
